Pf Dd2 inh = inhibitors of Plasmodium falciparum Dd2 growth. P. falciparum Dd2 growth, SYBR Green, 72 h. Potency, µM (series often up to 28.9 µM), without a hit: at the highest dose activity, negative = inhibition, most hits filed as inhibitors. 120,000 tested, 4.3% active. AID 1347417; active = well fitted inhibition curve with a large enough effect; inconclusive = small, poorly fitted or top-dose-only effect; inactive = no such curve, though single readings can be large or run the other way;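 also: plate controls were DMSO vehicle for no effect and reference drug for full effect; nearly all actives have a fitted effect of over 65% in size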
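Infected erythrocytes (Dd2, 0.3% parasitemia, 2.5% hematocrit final) are added to compound in RPMI-1640/Albumax II medium, grown 72 h at 37C in low oxygen, then lysed with saponin/Triton-X containing SYBR Green and read by fluorescence.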
Active calls of the source: *; i = inactive; ? = inconclusive; [ ] = remark or other dose. Potency is read from the fitted curve at half-maximal effect.

Molecule | Pf Dd2 inh
CCn1nccc1C(=O)N1CCCC(n2cc(-c3nc(-c4ccccc4)no3)nn2)C1 (stereo not given) | ?
O=C(NC1CCCN(c2cc(N3CCCC3)ncn2)C1)c1ccco1 (stereo not given) | 46.1%[activator][5.79 µM]
CC1=C[C@@H](CNC(=O)COCC(=O)O)[C@H](C(C)C)C[C@H]1CC(=O)N1CCCC1 | 18.7%[44.1 µM]
CN(C)c1cccc(C(=O)NCC2CCN(c3cc(-c4ccccc4)[nH]n3)CC2)c1 | ?
Cc1ccc(CN2CCC(Oc3cnc4c(ccn4CCN[S+](C)(=O)[O-])c3)CC2)c(F)c1 | i
COc1cccc(NC(=O)CCc2nnc3n(CC(C)C)c(=O)c4ccccc4n23)c1 | i
O=C(NC1CCCN(c2cc(N3CCCC3)ncn2)C1)c1cccnc1 (stereo not given) | -16.5%[5.79 µM]
Cc1cc(C)cc(NC(=O)CC(C)n2nc(C)cc2C)c1 (stereo not given) | 0.4%
COc1cncc(NC(=O)C2=NO[C@@H]3CN(Cc4sccc4C)C[C@H]23)c1 | 19.1%[44.1 µM]
COCCO[C@H]1C(=O)N(C2CCN(C(=O)c3sc(C)nc3C)CC2)[C@H]1c1ccncc1 | -7.0%
O=C(N1CCN([S+](=O)([O-])Cc2ccccc2)CC1)N1CC2CC(C1)[C@H]1CCCC(=O)N1C2 (stereo not given in full) | -5.9%
Cc1nc(-c2c3n(c(=O)n(CC(=O)NCc4cccs4)c2=O)CCCCC3)no1 | 43.2%[activator]
Cc1ccc(S(=O)(=O)Nc2ccc(C)n(CC(=O)NCc3cccc(F)c3)c2=O)cc1 | 17.1%
CS(=O)(=O)N1CCC2(CC1)NCCc1c2[nH]c2ccccc12 | i
COc1ccc2c(c1)C1(CCN(C(=O)NC3CCCCC3)C1)C(=O)N2C (stereo not given) | i
Cc1oc2c(c1C(=O)NCc1cccc(Br)c1)C1=NCCN1C=N2 | ?
CC(C)C(=O)N1CCC(Cc2noc(-c3ccccc3)n2)C1 (stereo not given) | ?
CN1Cc2c(cc(N3CCOCC3)nc2-c2cccc(C(F)(F)F)c2)C1=O | i
COc1ccc(CNC(=O)C2(c3ccc(NC(C)=O)cc3)CCCCC2)cc1 | -4.5%
Cc1oc2ccn(Cc3ccc(F)cc3)c(=O)c2c1C(=O)N1CCN(c2ccccn2)CC1 | -5.0%
COC1CN(c2ccc(C)cc2)C12CCN(C(=O)c1ccnn1C)CC2 (stereo not given) | ?
COc1cccc2[nH]c(C(=O)NCc3ccc4c(c3)CCN4C(=O)c3ccc(F)cc3)cc12 | 12.0%
CCN(CC)C(=O)COC1CN(Cc2ccc(O)cc2)CC(=O)N(CCc2ccccc2)C1 (stereo not given) | -25.4%
O=C(Cn1ccn2nc(-c3ccc(F)cc3)c(CO)c2c1=O)N1CCCCCC1 | ?
COc1ccc(Cn2c3c(c(=O)n2Cc2ccccc2)CCN(C(=O)Cc2cccc(Cl)c2)C3)cc1 | ?

Among those listed so far, these have a thiophene ring, fused or not.
Molecule | Pf Dd2 inh
COc1cncc(NC(=O)C2=NO[C@@H]3CN(Cc4sccc4C)C[C@H]23)c1 | 19.1%[44.1 µM]
Cc1nc(-c2c3n(c(=O)n(CC(=O)NCc4cccs4)c2=O)CCCCC3)no1 | 43.2%[activator]

The list goes on.
Molecule | Pf Dd2 inh
CC(C)(O)CCc1cccc(C(=O)N2CCN(CC3CCCC3)CC2)c1 | -12.6%
Cc1cnc(NC(=O)c2ccc3c(c2)OCCN(C2CCC2)C3)s1 | i
CN(C)c1ncc2c(n1)C(C)(C(=O)Nc1ccncc1)CCC2 (stereo not given) | ?
CN1c2cc(C(=O)Nc3ccc(F)c(Cl)c3)ccc2C(=O)N2CCCCCC21 (stereo not given) | ?
Fc1ccc(-c2nnc3ccc(NCCc4ccccc4)nn23)nc1 | -26.3%[44.1 µM]
CCS(=O)(=O)Nc1ccc(C)n(CC(=O)N(C)Cc2ccccc2)c1=O | -7.9%
COc1ccccc1-c1cc([C@H]2CN3CC[C@H]2C[C@@H]3CNC(=O)c2cccs2)n(C)n1 | ?
CCn1nccc1C(=O)N1CCC2(CC1)NCCc1c2[nH]c2ccccc12 | ?
COCCN1C(=O)c2cccn2CC1CNS(=O)(=O)Cc1ccccc1 (stereo not given) | 25.7%
O=C(c1cccc(OC2CN(Cc3cccc(F)c3)C2)c1)N1CCOCC1 | ?
C[C@@H]1CN(C(=O)NCC2CCCCC2)CC[C@@]1(O)C1CCOCC1 | -5.4%
CNC(=O)[C@@H](c1ccc(Cl)cc1)N1CCC[C@H]1C(=O)N1CCCC1 | -19.2%[44.1 µM]
Cc1ccc(CN2C[C@@H]3C(=O)N(Cc4ccc5c(c4)OCO5)C(=O)[C@@H]3C2)cc1 | -21.8%
CN1CCC2(C1)CN(CC1CC1)c1ccc(C(=O)NC3CCC3)cc12 (stereo not given) | i
COc1ccc(CCC(=O)N2C[C@@H]3CCCN4CCC[C@@H]([C@H]34)[C@H]2CCCC(=O)N2CCOCC2)cc1 | ?
COc1cccc(CNC(=O)CCn2c(=O)c3cccn3c3ccc(F)cc32)c1OC | -14.6%
Cc1ccc(C(=O)N2CCC(N3CC(OCC4CC4)C34CCCCC4)CC2)cn1 (stereo not given) | -4.9%
CN(C)c1ccc(C(=O)N2CCC3(CC2)NC(=O)N(Cc2ccc(F)cc2)C3=O)cc1 | i
NC1CCC(NC(=O)C2CCCN(C3CCN(CCc4ccccc4)CC3)C2)CC1 (stereo not given) | 13.1%
O=C(CN1CC2CC(C1)[C@H]1CCCC(=O)N1C2)NC1CC[S+](=O)([O-])C1 (stereo not given in full) | -17.7%
CC(C)c1ccc(NC(=O)CSC2=Nc3ccccc3C3=NC(CCC(=O)NC4CCCCC4)C(=O)N23)cc1 (stereo not given) | 86.0%[activator]
CN(C)c1ncc2c(n1)C(C)(C(=O)NCc1ccc3c(c1)OCO3)CCC2 (stereo not given) | -9.1%[44.1 µM]
CC(C)c1noc(-c2cn(C3CCN(C(=O)c4ccc(Cl)s4)C3)nn2)n1 (stereo not given) | ?
COc1ccc(C(=O)N2CCCC(CO)CCNC(=O)CC2)c(OC)n1 (stereo not given) | i
CSc1ncccc1C(=O)N1CC[C@@](C)(O)[C@@H](O)C1 | -9.6%
O=C(O)c1cc(-c2cncnc2)cc(S(=O)(=O)N2CCCCCC2)c1 | -14.6%
Cc1cnc(C)n1C1CCN(C(=O)CCn2cccn2)CC1 | 12.9%
CSCC(=O)Nc1ccc(=O)n2c1[C@@H]1C[C@@H](CN(C(=O)COc3ccccc3)C1)C2 | -13.0%[44.1 µM]
O=C(Nc1cccc(C(F)(F)F)c1)c1cc2nc(-c3ccc4c(c3)OCO4)cc(C(F)(F)F)n2n1 | 19.6%
CC(C)N1C(=O)C2(CCCC2)C1C(=O)NC1CC1 (stereo not given) | -24.4%
COc1ccc(OC)c(CNC(=O)C2(CCO)CC23CCOCC3)c1 (stereo not given) | 4.1%
CCOc1ccc(CNC(=O)c2sc3ncnc(N(C)C4CCCCC4)c3c2C)cc1 | -12.5%
CN(Cc1ccc2nsnc2c1)Cc1nc(Cc2cccc(C(F)(F)F)c2)no1 | -5.9%
Cn1cc(CNC(=O)C[C@@H]2C[C@H]3O[C@H](CNCc4ccccc4C(F)(F)F)[C@@H](O)[C@H]3O2)cn1 | 22.2%
COc1ccc(-c2nc(-c3nnn4c3COC(c3ccc(Cl)cc3)C4)no2)c(OC)c1 (stereo not given) | ?
Cc1ccc(N=C2NC(=O)CC(C(=O)Nc3cc(C(F)(F)F)ccc3Cl)S2)cc1 (stereo not given) | -20.5%
Cc1cc(Nc2ccccc2Cl)n2nc(-c3ccco3)nc2n1 | -27.7%
CCCS(=O)(=O)N1CCC2(CC1)CN(Cc1ccc(OC)cc1)C2=O | -24.6%
CCN1C(=O)C2CC3(CCN(C(=O)c4c(C)noc4C)CC3)CN2C1=O (stereo not given) | 12.3%
COc1cccc(CNC(=O)[C@@H]2C[C@@H](O)CN2C2CCN(C(=O)c3cnccn3)CC2)c1 | 11.5%
O=C(C1CCC1)N1CCCCCC1c1nnc(-c2ccccc2)o1 (stereo not given) | ?
CCOC(=O)COc1ccc(/C=C(\C#N)c2nc3ccc(C)cc3[nH]2)cc1OC | i
CN1CCCC1c1nc(C2CN(S(=O)(=O)Cc3ccccc3F)C2)no1 (stereo not given) | 2.6%
Cc1ccc(-c2cc(C(=O)N3CCC(Cc4nncn4C(C)C)CC3)c3ccccc3n2)cc1C | 5.01µM*
CCCN(C(=O)c1cn(C)c(=O)c2cc(OC)c(OC)cc12)c1ccc(CC)cc1 | -13.6%
COC(=O)C1=C(C)N=C2SC=C(CC(=O)N3CCCCC3C)N2C1c1cccc(OC)c1 (stereo not given) | i
O=C1N(Cc2ccccc2)c2ccccc2C12CCN(Cc1cncs1)C2 (stereo not given) | -11.2%
O=C1CCN(C(=O)C2COc3ccccc3O2)CCOCCN1 (stereo not given) | 3.1%
CC(=O)N1CCc2cc(CNC(=O)Nc3ccc(Br)c(C)c3)ccc21 | 51.6%[activator]
COc1ccnc(Cn2c(=O)n(CC(C)C)c3ncc(C(=O)O)cc32)c1OC | -8.2%

More entries
Molecule | Pf Dd2 inh
O=C1Nc2ccccc2C12CN(Cc1cccnc1)C2 | -3.2%[44.1 µM]
Cc1ccc(-n2nnnc2CNC(=O)c2ccccc2)cc1C | 13.0%
CC(C)CNC(=O)C1COC2(CCC(C)CC2)N1C(=O)c1cccc(F)c1 (stereo not given) | i
Fc1ccc(Nc2nc(-c3cccc(Cl)c3)c3c(n2)-c2ccccc2OC3)cc1 | ?
Cn1nccc1CN1CCC(N2CCOCC2=O)CC1 | 22.6%[44.1 µM]
COc1ncccc1CN1CCCn2nc(C)c(-c3ccccc3C(C)C)c21 | ?
CC(C)n1cc(CN2CCC(CO)(Cc3ccccc3Cl)CC2)cn1 | -10.6%
Cc1nc2ncnn2c(C)c1CCC(=O)NCc1ccc(Cl)cc1 | 40.4%[activator]
COc1cccc(CNC(=O)CN2C(=O)CCn3nc(-c4cn(C)c5ccccc45)cc32)c1OC | 42.0%[activator]
O=c1c(S(=O)(=O)c2ccccc2)cn(Cc2ccc(F)cc2)c2cc(N3CCCC3)c(F)cc12 | ?
CC(=O)c1cc(CN2C[C@@H]3CN(C(C)=O)C[C@]3(C(=O)O)C2)n(C)c1 | -2.3%
COc1cccc(S(=O)(=O)N2CCOCCNC(=O)[C@@H]3CCC[C@@H]32)c1 | 6.0%
CC(C)NC(=O)[C@@H]1C[C@H](N)CN1S(=O)(=O)c1ccc2c(c1)OCCN2C | -20.0%
Cc1cc(=O)n(CC(=O)Nc2cccc(Cl)c2C)c(N2CCOCC2)n1 | 0.8%
CCOC(=O)c1oc2c(c1C)-c1nn(Cc3ccccc3Cl)cc1CC2 | ?
O=C1CCN(S(=O)(=O)c2ccccc2)CCCN(C(=O)CC2CCCCC2)CCN1 | -24.5%
O=C(c1nnn2cc(-c3ccc(F)cc3)[nH]c(=O)c12)N1CCCCC1 | -1.0%
Cc1ccc(-c2sc(C(=O)Nc3ccc(Br)cc3)cc2CC(=O)O)cc1 | -22.3%
CC(=O)c1ccc(NC(=O)Cn2ccn3nc4c(c3c2=O)CCCC4)cc1 | -3.5%
Cc1cccc(C(=O)N2CCC3(CC2)OCC(C(=O)NC2CC2)N3C(=O)c2cccc(C)c2)c1 (stereo not given) | -26.2%
O=C1Nc2ccccc2OCC12CCN(Cc1ccccc1)CC2 | ?
COc1ccc(C(C(=O)O)N2CCN(C(=O)c3ccco3)CC2)c(OC)n1 (stereo not given) | -24.9%
CCC(=O)N1CCC(N(C(=O)COC)C2CCOCC2)CC1 | i
CNC(=O)c1cc2cc(-c3c(C)noc3C)nc(-c3ccccc3OC)c2o1 | -3.3%[44.1 µM]
COc1ccc(C)cc1NC(=O)CCC[C@@H]1[C@H]2CCCN3CCC[C@@H](CN1C)[C@@H]23 | i
O=C1Nc2ccccc2O[C@H]2C[C@@H]1N(Cc1ccc3ccccc3n1)C2 | -2.1%[44.1 µM]
COc1ccccc1Nc1c2c(nc3ccc(NC(=O)/C=C/c4cccc(OC)c4OC)cc13)CCCC2 | 1.12µM*
O=C(Cn1nc2c(cc1=O)CCCC2)N1CCN(Cc2ccccc2Cl)CC1 | -3.2%
c1cc(-c2nc3c([nH]2)CNCC3)c2cccnc2c1 | 21.1%
CCOc1ccc(CNC(=O)CCS(=O)(=O)c2ccc3c(c2)oc(=O)n3C)cc1 | 3.5%
COc1cccc(-n2c(=O)c3c(C)c(C(=O)N(C)C)sc3n(Cc3ccc(F)cc3Cl)c2=O)c1 | -6.0%
CN(c1ccccc1)c1cc(=O)c2ccnc(NCC3CCOCC3)c2o1 | i
COCCN1CN=C(NS(=O)(=O)c2ccc(C)cc2)NC1 | 15.9%
O=C(Cn1c(=O)nc(-c2ccccc2)c2cc(Cl)ccc21)N1CCN(c2ccccc2F)CC1 | 16.0%
COc1ccc(-c2nc(Cn3c(SCc4cccc(F)c4)nc4cccnc43)c(C)o2)cc1 | i
COc1ccc2cc(CNc3ccc(OC)c(OC)c3)c(=O)n(CC(=O)Nc3ccc(C)cc3)c2c1 | i
O=C(CC1COCCN1C(=O)CCc1cccnc1)N1CCC(F)CC1 (stereo not given) | -5.0%
COc1cccc(N2C(=O)N[C@@H]3CCN(C(=O)c4cccs4)[C@@H]3C2=O)c1 | 5.5%[44.1 µM]
O=C(Cc1ccccn1)N1CCC(N2CCCNC2=O)CC1 | 19.3%[44.1 µM]

Assay outcomes: PubChem, National Center for Advancing Translational Sciences (NCATS)

Not all compounds are listed; rates above refer to the full screens.
